# Screening results deposited in PubChem BioAssay by several laboratories.
# Fam108B counter: mouse Fam108B serine hydrolase inhibitors, primary screen, counter-screen for RBBP9 inhibitor project, biochemical, fluorescence polarization; inhibition, % at 9.51 µM; AID 1947, 2009; recombinant Fam108B, FP-Rh probe fluorescence polarization; actives 0.33% (n = 300,000);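 active means inhibition above the screen mean inhibition plus 3 SD, computed separately per campaign, cut at about 18% in these data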;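 further: inhibitors lower polarization as less probe binds the enzyme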
# GLD-1 RNA inh: GLD-1/TGE RNA complex disruptors, primary screen, biochemical, fluorescence polarization. AID 2280, 2010. inhibition, % at 5.96 µM. actives 0.44% (n = 320,000). purified GLD-1 + fluorescein TGE RNA;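 active means percent inhibition above a per-plate cutoff, the plate mean of test compounds plus 3 SD, cut at about 30% in these data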;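 further: 0% = DMSO wells with GLD-1 and probe and 100% = wells lacking GLD-1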
# ZTA counter: ZTA (EBV) inhibition in EBNA-1 counter-screen; P03206; inhibition, % at 11 µM; actives 0.15% (n = 320,000); ZTA-DNA binding, fluorescence polarization; AID 2234; in the data active means inhibition above about 33%
# MCL1 BIM primary: inhibitors of MCL1 binding to BIM-BH3, primary screen, biochemical, fluorescence polarization | inhibition, % at 10.9 µM | GST-MCL1 / FITC-Bim-BH3 fluorescence polarization | AID 2057, 2009 | actives 0.68% (n = 320,000) | Induced myeloid leukemia cell differentiation protein Mcl-1 (Homo sapiens), Q07820;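 active means inhibition above the mean inhibition of all tested compounds plus 3 SD, set per campaign, cut at about 40% in these data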;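 further: 0% = DMSO wells and 100% = unlabeled Bim-BH3 peptide control; higher means more loss of mP so more displacement of Bim peptide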
# Target sequence (Q07820 whole entry, looked up): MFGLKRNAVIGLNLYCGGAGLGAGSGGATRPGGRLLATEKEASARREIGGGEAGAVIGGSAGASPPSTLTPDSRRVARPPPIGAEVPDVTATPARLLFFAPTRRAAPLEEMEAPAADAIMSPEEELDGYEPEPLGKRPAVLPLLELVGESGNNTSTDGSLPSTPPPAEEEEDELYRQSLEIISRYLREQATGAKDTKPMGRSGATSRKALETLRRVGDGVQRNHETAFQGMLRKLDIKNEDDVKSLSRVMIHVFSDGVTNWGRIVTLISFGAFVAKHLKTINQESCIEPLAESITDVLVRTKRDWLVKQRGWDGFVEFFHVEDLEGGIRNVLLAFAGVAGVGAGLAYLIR
# EBNA-1 inh: EBNA-1 DNA-binding inhibitors, primary screen, biochemical, fluorescence polarization; inhibition, % at 14.8 µM; actives 0.34% (n = 300,000); AID 1950, 2009; in the data active means inhibition above about 28%
# MEX-5 binding: MEX-5 zinc finger RNA-binding disruptors – biochemical, C. elegans, fluorescence polarization, MLPCN library, primary screen. MEX-5/FITC-TCR2 RNA binding; stronger effect = lower value. activity score (negative = inhibition of binding), % at 10 µM. Zinc finger protein mex-5 (Caenorhabditis elegans), Q9XUB2. AID 1832, 2009. actives 0.38% (n = 300,000);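 active means inhibition past about -25% in most replicates, and total fluorescence under double the plate's negative control median, limit read from the data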;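 further: 0% = DMSO and -100% = 5 µM competing unlabeled TCR2 RNA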
# Target sequence (Q9XUB2 whole entry, looked up): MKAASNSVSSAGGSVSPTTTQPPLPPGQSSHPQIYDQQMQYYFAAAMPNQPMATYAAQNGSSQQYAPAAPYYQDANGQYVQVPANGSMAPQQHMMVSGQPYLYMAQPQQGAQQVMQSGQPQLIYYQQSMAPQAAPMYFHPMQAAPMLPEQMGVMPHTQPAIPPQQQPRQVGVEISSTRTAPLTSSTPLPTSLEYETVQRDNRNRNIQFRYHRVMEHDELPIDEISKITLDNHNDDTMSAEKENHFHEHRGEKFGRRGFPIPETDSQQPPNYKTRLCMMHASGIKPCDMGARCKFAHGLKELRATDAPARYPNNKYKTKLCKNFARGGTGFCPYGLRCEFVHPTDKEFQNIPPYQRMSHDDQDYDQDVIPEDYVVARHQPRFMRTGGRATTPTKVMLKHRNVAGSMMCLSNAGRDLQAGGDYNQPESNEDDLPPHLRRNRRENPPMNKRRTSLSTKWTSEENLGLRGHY
# Efflux pump mplx: inhibitors of Candida efflux pumps in yeast, primary screen, S. cerevisiae, Nile Red, multiplex; actives 0.44% (n = 330,000); S. cerevisiae Candida pump triplex; inhibition, % at 10 µM;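 active means plate passing quality check with inhibition over a set limit, or well fluorescence over plate mean plus 4 SD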;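 further: Nile Red retained in pooled yeast measured as flow cytometry median fluorescence; 0% = buffer negative control and 100% = Enniatin B positive control; higher means more Nile Red kept so more efflux inhibition; some compounds called inactive have numbers as strong as hits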
# CR mimetic SO: reduction of superoxide in aged yeast, primary screen, HTS; S. cerevisiae aged cells, superoxide DHE fluorescence; stronger effect = lower value; superoxide response (% of plate mean), % at 10 µM; actives 0.18% (n = 330,000); AID 2690, 2010;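 active means superoxide response under a set limit, about three screen SD below normal, cut at about 65% in these data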;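 further: yeast aged for seven days with compound at 30 °C before DHE staining; 100% = average MFI of all compound-treated wells on the plate with controls excluded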
# BCLXL inh: inhibitors of human Bcl-xL, primary screen, biochemical, fluorescence polarization, HTS. Bcl-2-like protein 1 (Homo sapiens), Q07817. GST-Bcl-xL / FITC-Bim BH3 peptide fluorescence polarization. inhibition, % at 10.9 µM. actives 0.7% (n = 320,000). AID 2129, 2009;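 active means inhibition above the mean of all tested compounds plus 3 SD, cutoff set per campaign, cut at about 30% in these data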;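 further: 0% = DMSO wells and 100% = unlabeled Bim-BH3 peptide competitor; inhibitors lower millipolarization by displacing the labeled peptide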
# Target sequence (Q07817 whole entry, looked up): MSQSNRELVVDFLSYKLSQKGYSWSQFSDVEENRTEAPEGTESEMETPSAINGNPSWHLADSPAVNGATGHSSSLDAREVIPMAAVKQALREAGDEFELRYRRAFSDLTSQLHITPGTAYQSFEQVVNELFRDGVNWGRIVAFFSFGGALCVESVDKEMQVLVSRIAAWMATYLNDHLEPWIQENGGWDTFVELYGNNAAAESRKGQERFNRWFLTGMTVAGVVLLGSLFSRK
# An asterisk follows results filed as active; · = no result given.
SMILES	BCLXL inh	MEX-5 binding	Efflux pump mplx	CR mimetic SO	ZTA counter	Fam108B counter	GLD-1 RNA inh	MCL1 BIM primary	EBNA-1 inh
COc1ccc(S(=O)(=O)NC(C)C(=O)NCc2cccnc2)cc1C (stereo not given)	-1	1.6	1.0	136	3	-5	8	-5	-22
Cc1onc(-c2ccccc2)c1C(=O)Nc1c(C)n(C)n(-c2ccccc2)c1=O	9	2.1	0.0	100	-6	-6	5	10	5
CC(=NC1CCCCC1)C1=C(O)c2ccccc2C1=O	6	-1.9	0.1	114	-6	9	9	5	11
C[C@]1(C(=O)O)C=C[C@@H](Cc2ccccc2)N1C(=O)c1ccccc1	5	-4.5	0.0	99	-4	1	3	-4	12
CC(C)N(C(=O)c1nn(C)c2c1CSc1ccccc1-2)C1CCCCC1	0	-3.6	-0.2	116	15	-2	-5	2	3
COC(=O)c1sc(C(C)(C)C)cc1CS(=O)(=O)c1ccccn1	-2	1.9	0.1	109	-1	5	10	3	-1
CC(=O)N(C)c1ccc(NCc2cc(=O)oc3cc(C)c(O)cc23)cc1	5	2.5	-0.2	83	-13	7	6	9	-5
Cc1ccc(CNC(=O)COC(=O)c2ccc(Cl)c(N)c2)cc1	-6	1.1	0.1	126	-28	1	0	-12	2
COc1cccc(C2CC(C(F)(F)F)n3nc(C(=O)Nc4c(C)n(C)n(-c5ccccc5)c4=O)cc3N2)c1 (stereo not given)	1	·	-0.1	102	2	1	2	-2	6
Cc1ccnc(SCc2cc(=O)c(OC(=O)c3ccccc3)co2)n1	5	-0.1	0.3	94	-11	2	-5	3	-7
Cc1nc2ccccc2n1C(=O)N1CCOCC1	-2	-0.1	-0.1	111	-12	0	12	3	-3
COc1cc(NC(=O)CN2CCN(C(=O)C3CCCO3)CC2)c(OC)cc1Cl (stereo not given)	1	1.6	-0.2	91	0	5	4	0	-3
c1cc2c(cc1Oc1nc(N3CCOCC3)nc(N3CCOCC3)n1)OCO2	6	1.0	-0.1	89	-6	0	12	4	1
CN1CCN(C(=O)c2ccc3c(c2)N(C)C(=O)/C(=C/c2cccc(Cl)c2)S3)CC1	9	0.9	0.2	123	-12	0	0	7	0
CC1CC(=O)N(c2ccc(C(C)C)cc2)C(=O)C1	6	-2.7	0.4	112	0	-3	-3	-6	-22
O=C(Nc1ccnn1C1CCN(C(=O)c2c(F)cccc2F)CC1)C1CC1	5	-0.6	0.1	90	-9	-2	1	8	-5
O=[N+]([O-])c1ccccc1/C=N/Nc1nnc(-c2ccccc2)c(-c2ccccc2)n1	1	1.5	-0.3	107	-2	2	1	-3	-2
CN1c2ccccc2C(=O)C(=C2SCCCS2)S1(=O)=O	4	-1.5	0.0	109	20	0	1	2	5
Cc1ccccc1N/C(SCc1cccc(Br)c1)=C(/C#N)C(N)=O	1	-0.3	0.2	111	11	6	0	1	-18
COc1ccccc1-c1nnc(SC(C)C(=O)Nc2ccc(C(N)=O)cc2)o1 (stereo not given)	-11	-3.1	-0.1	94	-2	3	0	-3	-1
Cc1ccc(S(=O)(=O)/N=C(\Nc2cc(C)on2)c2ccc(Cl)cc2)cc1	15	-0.6	0.1	114	0	0	12	8	4
CCC1CCCCN1C(=O)CN1C(=O)CSC1=O (stereo not given)	-4	-2.1	-0.1	77	-8	3	4	-1	0
Cc1nc2cc(S(=O)(=O)N(C)C)ccc2n1-c1ccccc1	-1	0.6	0.1	90	5	3	8	0	6
C(=N\N=C\c1cccnc1)/c1cccnc1	-1	-0.4	-0.1	116	-6	5	5	-2	6
CN1CCN(CC(=O)C23CC4CC(CC(C4)C2)C3)CC1	1	-2.5	0.2	101	3	0	-8	0	-1

# Quoted at random: 2 compounds from above.
SMILES	BCLXL inh	MEX-5 binding	Efflux pump mplx	CR mimetic SO	ZTA counter	Fam108B counter	GLD-1 RNA inh	MCL1 BIM primary	EBNA-1 inh
COC(=O)c1sc(C(C)(C)C)cc1CS(=O)(=O)c1ccccn1	-2	1.9	0.1	109	-1	5	10	3	-1
COc1ccc(S(=O)(=O)NC(C)C(=O)NCc2cccnc2)cc1C (stereo not given)	-1	1.6	1.0	136	3	-5	8	-5	-22

# Next section
SMILES	BCLXL inh	MEX-5 binding	Efflux pump mplx	CR mimetic SO	ZTA counter	Fam108B counter	GLD-1 RNA inh	MCL1 BIM primary	EBNA-1 inh
CN(CC(=O)Nc1ccc(N2CCOCC2)cc1)C(=O)C12CC3CC(CC(C3)C1)C2	-1	0.0	0.0	104	-1	5	2	-2	-9
CCc1ccc(/C=N/NC(=O)c2cc(C)on2)s1	9	1.2	0.0	105	17	4	-4	4	9
Cc1ccc(NC(=O)c2nc[nH]c2C(=O)N[C@@H](C)C(=O)OC(C)(C)C)cc1	-1	1.2	0.1	92	-5	-5	-1	8	5
CCOc1cc(/C=N/NC(=O)c2ccncc2)ccc1OC(=O)c1ccccc1	1	-0.6	-2.2	102	8	-7	-3	0	-3
CCN(Cc1nc(-c2ccccc2)no1)C(=O)COc1cccc(OC)c1	-3	0.3	0.2	105	-14	0	2	2	-13
COc1ccc(CCn2c(=N)c(C(=O)NCC3CCCO3)cc3c(=O)n4ccccc4nc32)cc1OC (stereo not given)	3	1.6	0.6	103	-6	-7	-12	-9	-15
Cc1cc(C)nc(SCNC(=O)c2ccc(F)cc2)n1	4	1.3	-0.3	90	4	6	3	7	4
CCOc1ccc(/C=N/OCC(=O)NCc2ccc3c(c2)OCO3)cc1OC	-11	-2.6	-0.1	103	5	-1	-3	-13	-2
O=C(Nc1ccc(CN2CCOCC2)cc1)c1cccc(-c2cc3ccccc3oc2=O)c1	2	-1.2	0.0	80	5	-8	0	4	0
COc1cc(-c2c(-c3ccc4c(c3)OCO4)noc2-c2ccsc2)ccc1F	3	1.7	-0.1	98	9	-7	1	-3	0
CCOc1cc(/C=C2\N=C(SCC)SC2=O)cc([N+](=O)[O-])c1OC(C)=O	12	-2.8	0.0	110	-5	14	-6	22	0
COc1ccc2cc(C#N)c(SCC(=O)NNC(=O)Cc3ccccc3)nc2c1	4	-4.5	0.2	103	0	-27	3	1	-8
COc1cccc(CNC(=O)c2ccc(C)c(NC3=NC4CS(=O)(=O)CC4S3)c2)c1 (stereo not given)	-2	0.3	0.0	77	10	3	0	8	-3
Cc1[nH]n(C)c(=O)c1C(=O)c1c(-c2ccccc2Cl)noc1C	3	-0.9	0.0	65*	4	-3	1	-1	9
COc1nc(-c2ccncc2)nc2ccccc12	2	-0.8	0.1	98	-13	5	3	3	-3
Cc1cccc(C)c1NC(=O)C(Cl)=C(Cl)Cl	3	-0.7	0.1	104	5	-1	2	7	2
O=C(O)C(c1ccccc1)c1ccccc1	6	2.3	-0.3	83	2	-2	-1	0	5
CCC(C)NC(=O)CCS(=O)(=O)c1ccc(Br)s1 (stereo not given)	-7	·	-0.1	97	-2	-4	-4	-8	-3
CCC1=NN2C(=N)/C(=C/c3c(C)nn(-c4ccccc4)c3Cl)C(=O)N=C2S1	-7	4.2	23*	99	8	0	3	-3	-20
Cc1ccc(OCc2ccc(-c3ccccc3)cc2)c([N+](=O)[O-])n1	-3	-0.1	0.5	105	-15	0	10	-8	3
COC(=O)CNC(=O)c1c(-c2ccccc2Cl)noc1C	8	0.4	0.0	92	-5	3	3	2	-7
Cc1ccccc1OCC(=O)Nc1ccc(C(=O)Nc2ccccc2C(=O)O)cc1	8	-0.1	-5.5	112	3	-6	4	8	9
CC(=O)c1ccc(S(=O)(=O)NCC(=O)Nc2nc3ccccc3[nH]2)cc1	15	·	-0.1	134	-1	·	1	20	·
CCn1c(SCC(N)=O)nnc1-c1cc2c(C)nn(-c3ccccc3)c2s1	-11	1.0	-0.1	106	10	1	1	-10	14
CCCC(=O)n1nc(-c2ccc(OC)cc2)nc1N	-1	2.2	0.0	81	8	-5	5	-4	2
COc1cccc(/C=N/NC(=O)NC23CC4CC(CC(C4)C2)C3)c1O	-1	0.1	0.1	79	-7	1	13	0	-23
CCc1nnc2n1N=C(c1ccc(OC)cc1)CS2	-1	-2.0	0.8*	116	-14	-2	-12	-3	-13
Cc1ccc(-n2c(O)c(C=Nc3cc(C)on3)c3ccccc3c2=O)c(C)c1	0	5.9	-0.1	99	-7	-3	-6	-4	-10
O=C(NC1CCCC1)c1cc(-c2ccccc2O)on1	5	-0.9	-0.2	100	11	3	-11	2	-10
CCCOc1ccc(/C=c2\sc3nc(-c4ccco4)nn3c2=O)cc1OCC	3	-67*	0.1	149	-1	2	3	17	-6
COc1ccc2nc(SCC(=O)N(C)C3CCCCC3)[nH]c2c1	-2	·	0.0	95	11	·	8	-1	·
Cc1n[nH]c(=S)n(NC(=O)CC(=O)Nn2c(=S)[nH]nc(C)c2=O)c1=O	9	-1.4	0.0	106	27	-5	5	7	7
CC(C)Cn1c(SCc2nc3ccccc3c(=O)[nH]2)nc2ccccc2c1=O	-8	1.2	-0.6	91	7	-3	10	-7	-4
[N-]=[N+]=CC(=O)C(c1ccccc1)(c1ccccc1)c1ccccc1	0	2.5	0.0	106	11	0	3	-2	2
O=C(OCCCN=C1NS(=O)(=O)c2ccccc21)c1ccc([N+](=O)[O-])cc1	5	-1.6	-0.2	93	10	5	-2	5	2
CS(=O)(=O)CCC(C(=O)OCC(=O)c1ccc(Cl)cc1)N1C(=O)c2ccccc2C1=O (stereo not given)	-3	0.7	0.1	77	-2	2	-8	-13	-6
COc1ccc(C)cc1NC(=O)n1ncc2c(C)cccc21	9	-0.3	-0.4	105	6	-7	5	6	7
O=C(NC1CCN(C(=O)Nc2ccc(F)cc2)CC1)c1ccc(F)cc1	-1	-2.0	-0.2	103	-2	4	-3	0	-13
O=C(NNC(=S)NC1CCCCC1)c1ccc(Cl)s1	-5	0.8	0.0	77	12	-5	3	1	-6
CCCNC(=O)Cn1cnc2sc(C(=O)N3CCN(c4ccc(F)cc4)CC3)c(C)c2c1=O	2	-3.0	-0.1	88	7	2	5	-3	2
O=C1C2C(C(=O)N1/N=C/c1cc([N+](=O)[O-])c(O)cc1O)C1C=CC2C12CC2 (stereo not given)	13	-9.0	-0.2	91	-3	4	-1	48*	12
Cc1cccn2c(=O)c(/C=C(\C#N)C(=O)NCc3ccco3)c(N3CCCCC3)nc12	4	-1.4	0.2	121	-6	-3	1	7	-2
COc1ccc(OC)c(S(=O)(=O)NCCCc2ccccc2)c1	-2	0.7	0.1	114	-13	-7	2	3	-14
COc1ccccc1-c1nc(-c2ccc(C(=O)O)cc2)no1	3	-1.9	0.0	124	5	-2	-3	6	-2
O=C(COC(=O)c1cccc(C(=O)OCC(=O)NC2CCCCC2)n1)NC1CCCCC1	-1	3.0	0.2	102	-1	4	-3	-8	-11
O=C(NCC1CCCN(Cc2nccs2)C1)c1cccc2ccccc12 (stereo not given)	-2	0.5	0.3	121	12	1	-4	0	4
COc1cccc2sc(N(CCCN(C)C)C(=O)c3ccc(S(=O)(=O)N4CCCc5ccccc54)cc3)nc12	1	0.4	0.0	102	3	-1	-2	5	6
